Giardia kill: Small Molecules that selectively kill Giardia lamblia: qHTS; actives 0.15% (n = 340,000); activity change, % at 7.66 µM, hits read low; Giardia lamblia trophozoite viability; in the data active = activity change below about -80%; inconclusive = between about -30% and that limit;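 also: parasites exposed to compound for two days anaerobically before the ATP read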
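Giardia trophozoites, 100 cells per well, were exposed to compounds for 48 hrs at 37 deg C under anaerobic conditions; viability was then read as ATP content by bioluminescence after 15-30 min at room temperature.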
Eya2 inh: qHTS Assay for Inhibitors of the Phosphatase Activity of Eya2 | recombinant Eya2, OMFP fluorescence dephosphorylation (OMFP is methylfluorescein phosphate) | Potency, µM (highest dose often 76.9 µM), for the others: top-dose activity, negative = inhibition, actives largely listed as inhibitors | actives 0.006% (n = 330,000); also: potency is read from the fitted curve at half-maximal effect
Target sequence (O00167 whole entry, looked up): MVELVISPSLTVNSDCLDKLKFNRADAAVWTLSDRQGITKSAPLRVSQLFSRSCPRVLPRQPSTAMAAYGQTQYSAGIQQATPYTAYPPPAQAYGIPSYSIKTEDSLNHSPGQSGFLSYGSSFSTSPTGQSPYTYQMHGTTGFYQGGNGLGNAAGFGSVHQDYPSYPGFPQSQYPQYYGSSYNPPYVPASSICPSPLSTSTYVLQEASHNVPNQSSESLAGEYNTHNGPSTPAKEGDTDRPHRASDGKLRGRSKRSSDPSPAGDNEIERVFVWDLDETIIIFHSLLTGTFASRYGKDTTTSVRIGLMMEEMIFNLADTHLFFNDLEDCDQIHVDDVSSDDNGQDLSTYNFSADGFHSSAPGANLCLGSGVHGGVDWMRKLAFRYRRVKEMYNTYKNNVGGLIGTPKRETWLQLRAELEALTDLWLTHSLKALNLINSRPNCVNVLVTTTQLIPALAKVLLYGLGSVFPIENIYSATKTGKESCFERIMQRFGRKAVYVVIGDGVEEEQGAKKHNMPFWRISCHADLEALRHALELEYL
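Eya2 (0.2 uM) preincubated 10 min at ambient with compound, then OMFP substrate added at 50 uM; 10 min reaction in 50 mM HEPES pH 7.5, 50 mM NaCl, 5 uM MgCl2, 0.05% BSA, 1 mM DTT. Fluorescence read at Ex 485/Em 525 nm.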
PKM2 activator: qHTS Assay for Activators of Human Muscle isoform 2 Pyruvate Kinase | actives 0.34% (n = 260,000) | AID 1631, 2009 | Potency, µM (titrated, usually from 57.5 µM), inactives show top-dose activation, most hits filed as activators | Pyruvate kinase PKM (Homo sapiens), P14618 | purified PKM2, Kinase-Glo ATP luminescence, activation; response scale: 0% is enzyme alone, no compound; also: potency is read from the fitted curve at half-maximal effect; nearly all actives have a fitted effect of over 55% in size
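ATP formation by purified human PK-M2, quantified via coupled luciferase luminescence after 1 h at room temperature with 0.1 mM ADP and 0.5 mM PEP final.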
GALK inhibitor: qHTS Assay for Inhibitors of Human Galactokinase (GALK). P51570. Purified GALK, Kinase-Glo residual ATP luminescence. Potency, µM (series often up to 57.5 µM), without a hit: at the highest dose activity change, negative = inhibition, hits mostly inhibitors. actives 0.007% (n = 270,000). AID 1868, 2009; also: potency is read from the fitted curve at half-maximal effect
Target sequence (P51570 whole entry, looked up): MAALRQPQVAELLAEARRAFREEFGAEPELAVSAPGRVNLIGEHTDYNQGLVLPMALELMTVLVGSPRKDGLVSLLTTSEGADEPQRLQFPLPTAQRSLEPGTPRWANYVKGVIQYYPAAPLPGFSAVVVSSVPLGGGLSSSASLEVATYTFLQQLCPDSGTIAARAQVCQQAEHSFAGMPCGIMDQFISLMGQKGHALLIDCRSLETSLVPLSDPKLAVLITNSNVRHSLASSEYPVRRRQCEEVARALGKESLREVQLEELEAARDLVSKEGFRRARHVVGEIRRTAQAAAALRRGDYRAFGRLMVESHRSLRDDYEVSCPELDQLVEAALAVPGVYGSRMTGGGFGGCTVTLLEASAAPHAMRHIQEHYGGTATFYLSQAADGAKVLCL
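5 nM enzyme, 35 uM ATP, 100 uM galactose, 20 mM HEPES pH8.0, 5 mM MgCl2; 1 h RT; residual ATP by Kinase-Glo Plus luminescence, qHTS format.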
BCR signal inh: qHTS Assay to Find Inhibitors of Chronic Active B-Cell Receptor Signaling; ABC-DLBCL IkBa-CBG/CBR reporter, luminescence ratio, 4 h; Potency, µM (highest dose often 46.1 µM), for inactives: at the highest dose ratio change, negative = lower green/red ratio, hits mostly inhibitors; actives 0.05% (n = 340,000); AID 493014, 2011; active = well fitted inhibition curve with a large enough effect in the signal ratio, with a control signal flat, not every such curve was filed as active; inconclusive = small, poorly fitted or top-dose-only effect, or effect the other way, or a change in a side signal; the % refers to the signal ratio;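 also: potency is read from the fitted curve at half-maximal effect; plate controls were basal doxycycline-induced cells for no effect and cells given 10 µM MG132 for full effect; MG132 reads +100%, hits lower the ratio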
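TMD8 ABC-DLBCL cells carrying doxycycline-inducible green luciferase fused to IkappaBalpha plus unfused red luciferase were exposed to compounds (up to 46 uM) for 4 hrs at 37C. Activity came from the overlap-corrected green/red luminescence ratio.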
KCNH2 3.1 inh: qHTS for Inhibitors of KCHN2 3.1: Mutant qHTS; U2OS KCNH2 3.1, thallium flux FluxOr; stronger effect = lower value; activity change, % (tested at about 1.8 µM); actives 0.95% (n = 340,000);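 active = maximum activity change below -70%; inconclusive = maximum activity change from -70% to -50%; inactive = maximum activity change above -50%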;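 also: thallium influx rate constant from kinetic fluorescence after stimulation buffer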
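Normalized rate constant (relative to positive and negative DMSO controls) derived from a 2 min kinetic fluorescence read after stimulation; U2OS cells expressing the 3.1 isoform via virus at 1.77 x 10^8 /mL.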
Coupling enz: qHTS Assay for Inhibitors of Fructose-1,6-bisphosphate Aldolase from Giardia Lamblia: Coupling assay counterscreen; coupling enzyme system counterscreen, AmpLite Red fluorescence; activity change, negative = inhibition, % at 58.2 µM, hits read low; actives 0.67% (n = 290,000); in the data active = activity change below about -30%
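Coupling enzymes only (glyceraldehyde-3-phosphate) + compound, at 57.5 uM final, 10 min RT; add substrate/coupling/AmpLite Red mix, 20 min RT; fluorescence ex 525/em 598 nm. Actives flag coupling-system interference.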
KCNH2 WT inh: qHTS for Inhibitors of KCHN2 3.1: Wildtype qHTS; activity change, % at 1.84 µM; AID 720551, 2013; actives 0.37% (n = 340,000); U2OS, BacMam KCNH2, thallium flux FluxOr; stronger effect = lower value; Voltage-gated inwardly rectifying potassium channel KCNH2 (Homo sapiens), Q12809;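 active = maximum activity change below -70%; inconclusive = maximum activity change between -70% and -50%; inactive = maximum activity change above -50%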
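U2OS cells transduced with wild-type KCNH2 virus are loaded with FluxOr dye for 45 min, and thallium flux is measured in kinetic reads before and after stimulation buffer. Rate constants are normalized to DMSO controls.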
B2AR arrestin: qHTS assay of beta-arrestin-biased ligands of beta2-adrenergic receptor; Beta-2 adrenergic receptor (Homo sapiens), P07550; beta-arrestin recruitment to beta2AR, cell-based reporter; Potency, µM (titrated, usually from 46.1 µM), inactives show at the highest dose activation, usual class: activators; actives 0.02% (n = 330,000); AID 492947, 2010;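 also: potency is read from the fitted curve at half-maximal effect; 0% = DMSO controls and full agonism = EC100 isoproterenol or metaproterenol; nearly all actives have a fitted effect of over 65% in size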
uPA surface inh: qHTS for Inhibitors of Cell Surface uPA Generation; cell surface uPA generation assay, qHTS; actives 0.31% (n = 330,000); Potency, µM (titrated, usually from 38.3 µM), for the others: at the top dose activity change, negative = inhibition, actives largely listed as inhibitors; active = well fitted inhibition curve with a large enough effect; inconclusive = small, poorly fitted or top-dose-only effect; inactive = no such curve, though single readings can be large or run the other way; tested in mouse RAW 264.7 cells; also: potency is read from the fitted curve at half-maximal effect; nearly all actives have a fitted effect of over 55% in size
USP2a inh: qHTS Assay for Inhibitors of Ubiquitin-specific Protease USP2a Using CHOP2 as the Reporter; Ubiquitin carboxyl-terminal hydrolase 2 (Homo sapiens), O75604; USP2 core, Ub-CHOP2 coupled fluorogenic reporter, 485/531; Potency, µM (titrated, usually from 38.3 µM), for inactives: top-dose activity change, negative = inhibition, actives largely listed as inhibitors; actives 0.01% (n = 330,000);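 also: potency is read from the fitted curve at half-maximal effect; plate controls were DMSO wells for no effect and full inhibition by NEM control for full effect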
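Deubiquitinase activity read as fluorescence (485/531 nm) after Ub-CHOP2 cleavage activates the enterokinase reporter on its substrate; USP2 core 10nM, Ub-CHOP2 and substrate 25nM each, 30min compound preincubation then 60min RT; data normalized to NEM, curves fitted.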
* = called active by the depositor; ? = inconclusive; / = not tested or not shown; [ ] = another dose, or the depositor's remark. Unless noted, calls follow the shape of the dose curve; as a rule, active = well fitted curve in the direction sought with a large enough effect; inconclusive = small, poorly fitted or top-dose-only effect, or another doubt; inactive = no such curve, though single readings can be large; an effect the other way counts as inactive or inconclusive. Unless noted, % is scaled to controls: 0 for no effect and ±100 for the full control effect.

mol,Giardia kill,Eya2 inh,PKM2 activator,GALK inhibitor,BCR signal inh,KCNH2 3.1 inh,Coupling enz,KCNH2 WT inh,B2AR arrestin,uPA surface inh,USP2a inh
COc1cccc(/C=N/NC(=O)CSc2nnc(C)n2-c2ccccc2)c1O,-0.5,12.5%,1.4%,2.1%,?,-10.0,3.7,-8.2,-1.0%,-10.2%,1.0%
CCOC(=O)c1c(NC(=O)CSc2nnc(-c3cccnc3)n2Cc2ccco2)sc(C)c1C,15.1,-9.2%,-2.4%,2.1%,?,2.9,1.8,-8.9,-0.9%,15.4%,-6.7%
Cc1cc([N+](=O)[O-])cc2c1NC(c1ccccn1)C1CC=CC21 (stereo not given),5.8,-4.3%,7.3%,1.5%,6.6%,-2.5,-1.7,2.5,0.0%,-1.7%,1.0%
O=C(COC(=O)CCc1ccc(S(=O)(=O)N2CCOCC2)cc1)Nc1cccc(Cl)c1,-18.6,-4.6%,-11.3%,10.1%,2.1%,-8.6,-0.4,6.6,0.4%,-2.1%,-1.1%
CCCCCCSc1ccc(-c2nc3ccc(Cl)cn3c2NCCCC)cc1OC,1.9,18.7%,/,/,-0.1%,3.7,/,-1.8,-0.4%,1.0%,-17.5%
Cc1ccnc(SCC(=O)Nc2cc(C)on2)n1,-13.8,-1.2%,-0.4%,-2.7%,1.1%,5.7,/,0.1,0.5%,5.5%,0.7%
COc1ccc(/C=C2\C(=O)ON=C2c2ccccc2)cc1OC,-11.9,-7.9%,1.4%,-5.0%,7.2%,-9.6,-2.7,4.9,-0.7%,-6.4%,0.5%
CC(=O)Nc1ccc(S(=O)(=O)NC2=NCN(c3ccc([N+](=O)[O-])cc3)CN2)cc1,-13.2,0.4%,7.8%,6.2%,3.4%,43.0,/,7.5,0.0%,-2.4%,0.4%
N#Cc1cccc(C#N)c1NCC1CCCO1 (stereo not given),-5.0,?,/,3.7%,?,10.4,0.4,7.6,0.3%,-5.3%,0.8%
O=C(CCS(=O)(=O)c1cccc2nonc12)NCc1ccc(Cl)cc1,6.7,12.0%,/,2.3%,0.2%,-9.5,0.9,5.1,0.1%,1.6%,-7.1%
S=C(Nc1ccccc1Cl)NC1CC2CCCC(C1)N2C1CC1 (stereo not given),-1.0,11.4%,1.5%,7.3%,-13.8%,12.2,2.9,1.2,0.0%,-8.6%,-0.1%
CC(Oc1ccc(Cl)cc1Cl)C(=O)NNC(=O)C(=O)N1CCCC1 (stereo not given),-6.2,7.4%,-0.9%,16.4%,-1.4%,7.3,5.2,-0.9,-0.7%,1.4%,-0.7%

mol,Giardia kill,Eya2 inh,PKM2 activator,GALK inhibitor,BCR signal inh,KCNH2 3.1 inh,Coupling enz,KCNH2 WT inh,B2AR arrestin,uPA surface inh,USP2a inh
O=C(O)c1csc(-c2ccc(Cl)cc2)n1,-22.2,-9.8%,5.6%,3.5%,-0.1%,15.1,6.3,-6.0,-0.1%,0.5%,-0.4%
OCCCCNCc1ccc(OCc2ccccc2)cc1,-2.2,-6.1%,6.6%,-0.2%,-4.3%,-7.2,3.3,-1.5,-0.6%,5.8%,3.9%
CC(C)=Cc1c(O)nc2ccccn2c1=O,-9.7,-22.9%,-1.5%,-0.4%,-1.8%,5.5,0.2,9.4,0.4%,2.1%,4.5%
c1ccc(-c2cc(-c3ccccc3)n3ncnc3n2)cc1,-10.5,3.6%,-1.0%,5.6%,?,-7.4,5.2,-1.1,-0.2%,-3.0%,-0.6%
Cc1ccc(OCC(=O)OCC(=O)N2c3ccccc3CC2C)cc1C (stereo not given),-8.3,5.4%,/,/,0.9%,-5.1,/,-3.4,-0.2%,2.5%,-0.5%
CCOC(=O)N1CCN(C(=O)CSCc2ccc(Cl)cc2)CC1,-13.7,4.2%,-2.0%,0.6%,11.1%,6.1,-1.7,20.2,0.2%,-2.2%,-1.1%
CC(C)OC(=O)CN1CCN(c2ccc(Cl)cc2)CC1,8.7,8.8%,-3.3%,4.9%,-1.1%,11.3,1.3,20.1,-0.2%,-1.7%,-0.5%
CSc1c(C#N)c(N)nc2sc(C(=O)c3ccc(Cl)c(Cl)c3)c(N)c12,?,-9.2%,-8.9%,5.8%,?,-3.6,1.2,2.8,-0.3%,3.8%,0.6%
COc1ccc(CNC(=S)Nc2ccc3nc(N4CCOCC4)cc(C)c3c2)cc1,3.1,-16.0%,-0.3%,-2.8%,?,?,-0.9,2.4,0.0%,?,4.4%
COc1ccc(NC(=O)c2nc(S(=O)(=O)Cc3cccc(C)c3)ncc2Cl)c(OC)c1,31.4[activator],?,/,-2.2%,?,-5.4,/,-8.2,0.3%,?,3.9%
COc1cc(NC(=O)C2CCCCC2)c(OC)cc1NC(=O)CCC(=O)NCc1ccco1,-10.8,-12.0%,-3.7%,0.7%,0.0%,20.1,-2.7,9.8,0.2%,1.8%,0.8%
O=C(OCC(=O)N1CCc2ccccc2C1)c1ccc(OC(F)F)cc1,-19.7,-5.8%,/,/,?,-35.2,/,6.8,0.1%,1.2%,1.0%

mol,Giardia kill,Eya2 inh,PKM2 activator,GALK inhibitor,BCR signal inh,KCNH2 3.1 inh,Coupling enz,KCNH2 WT inh,B2AR arrestin,uPA surface inh,USP2a inh
CCOc1ccc(NS(=O)(=O)c2ccc(C(=O)NCc3ccncc3)cc2)cc1,-25.3,8.8%,/,/,2.3%,-0.3,/,-14.4,-0.2%,0.9%,0.0%
CC(C)(C)NC(=S)NNC(=O)c1ccncc1,-0.1,8.7%,-6.3%,/,-8.2%,-17.3,-16.3,-0.5,-0.4%,-7.4%,1.4%
O=C(NCC(=O)N1CCN(c2ccccc2O)CC1)c1ccccc1,10.5,2.9%,/,0.3%,?,3.9,-0.3,1.0,-1.4%,1.1%,0.1%
CCOC(=O)c1ccccc1N=Cc1c(O)c2ccccc2oc1=O,-3.6,9.3%,-2.2%,3.0%,?,-40.8,1.2,0.0,-0.4%,20.5%,-0.4%
O=C(c1ccc(Cl)cc1)N1CCC(O)(CSc2ccc(Cl)cc2)CC1,-17.2,-14.0%,0.4%,-1.8%,?,-88.8*,-0.5,-28.5,-0.5%,11.8%,-2.4%
Cc1ccc(NC(=O)CCSc2nnnn2-c2ccc3c(c2)OCO3)cc1C,-5.2,-6.4%,-1.1%,0.8%,7.3%,-0.1,-4.4,-4.9,0.0%,1.6%,1.5%
Cc1ccccc1NC(=O)CN1C(=O)NC2(CCc3ccccc32)C1=O (stereo not given),?,-1.2%,/,/,0.1%,10.5,/,-7.0,-0.1%,5.0%,0.8%
CCC(OC(=O)c1nsc(Cl)c1Cl)C(=O)NCc1cccs1 (stereo not given),1.6,-21.9%,2.9%,0.6%,0.3%,-2.8,-2.2,-4.0,-0.7%,1.3%,-0.9%
Cc1nc(SC(C)C(=O)c2c(N)n(C)c(=O)n(C)c2=O)c2c(C)c(C)sc2n1 (stereo not given),-5.4,4.1%,/,/,-22.4%,24.7,/,0.3,0.2%,3.5%,-0.7%
O=C(O)CCNS(=O)(=O)c1ccc(Oc2ccccc2Cl)cc1,-5.2,0.8%,0.1%,-0.1%,?,-10.2,15.5,-2.1,-0.4%,-6.2%,1.1%
CC(=O)c1ccc(N2CCN(C(=O)C3CCN(S(=O)(=O)c4ccc5c(c4)CC(C)N5C(=O)C4CC4)CC3)CC2)cc1 (stereo not given),3.2,-1.7%,/,-1.4%,3.5%,-3.1,/,3.3,0.3%,-16.7%,-3.0%
Cc1c(C(=O)Nc2ccc3c4c(cccc24)CC3)cccc1[N+](=O)[O-],12.6,0.8%,-3.7%,1.2%,1.8%,-12.7,4.0,-5.3,-0.4%,?,?
